# Screens (PubChem BioAssay)
# OX1R antag: OX1R (human) antagonism; O43613; OX1R-expressing cells, FRET antagonist read-out; inhibition, % at 6.6 µM; 330,000 tested, 1.8% active; in the data active means inhibition mostly above about 38%, no sharp cut-off; inactive means mostly below about 40%;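 further: 0% = agonist challenge alone and 100% = reference antagonist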
# KCNQ2 inh: KCNQ2 channel blockers in CHO-K1 cells – cell-based, FluxOR thallium flux, B-score, primary screen (AID 2156); 310,000 tested, 1.1% active; O88943; 20 min; hits give low values; B-score at 10 µM;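 active means fluorescence ratio B-score at most minus 3 library SDs, with starting brightness B-score within 2 library SDs, cut at about -5.5 in these data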
# Target sequence (O88943 whole entry, looked up): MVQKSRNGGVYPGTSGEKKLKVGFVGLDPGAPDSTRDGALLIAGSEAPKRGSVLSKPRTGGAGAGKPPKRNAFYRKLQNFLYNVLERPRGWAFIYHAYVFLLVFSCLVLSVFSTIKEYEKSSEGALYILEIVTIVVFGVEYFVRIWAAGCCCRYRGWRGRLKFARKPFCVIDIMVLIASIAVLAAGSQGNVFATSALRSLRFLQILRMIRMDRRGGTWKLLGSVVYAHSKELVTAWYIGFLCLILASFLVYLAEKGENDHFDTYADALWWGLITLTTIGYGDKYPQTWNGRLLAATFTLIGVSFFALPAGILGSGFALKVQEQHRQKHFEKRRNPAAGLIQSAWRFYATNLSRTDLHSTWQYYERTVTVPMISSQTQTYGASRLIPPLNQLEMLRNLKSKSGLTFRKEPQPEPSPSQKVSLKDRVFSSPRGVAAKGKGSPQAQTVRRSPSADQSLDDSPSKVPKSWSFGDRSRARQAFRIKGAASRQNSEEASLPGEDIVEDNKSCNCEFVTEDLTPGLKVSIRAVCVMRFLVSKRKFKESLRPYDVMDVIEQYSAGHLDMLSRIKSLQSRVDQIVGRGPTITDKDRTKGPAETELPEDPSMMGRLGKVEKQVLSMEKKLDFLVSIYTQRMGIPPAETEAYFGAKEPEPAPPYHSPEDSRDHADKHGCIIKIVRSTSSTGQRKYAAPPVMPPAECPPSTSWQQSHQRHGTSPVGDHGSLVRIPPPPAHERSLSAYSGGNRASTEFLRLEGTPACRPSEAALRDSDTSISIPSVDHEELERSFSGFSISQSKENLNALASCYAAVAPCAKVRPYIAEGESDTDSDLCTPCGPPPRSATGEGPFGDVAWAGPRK
# STK33 inh: blocks human STK33 kinase activity; inhibition, % at 10 µM; purified STK33, MBP phosphorylation, ADP-Glo luminescence; Q9BYT3; 320,000 tested, 0.073% active;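 active means inhibition at or above 25%, using the most active replicate where run in duplicate; inactive means inhibition below 25%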
# * marks the source's active call; other numbers are inactive results; i = inactive; / = no result given.
SMILES,OX1R antag,KCNQ2 inh,STK33 inh
COc1ccc(OC)c(NC(=O)CN(C)S(=O)(=O)c2ccc3nc(C)sc3c2)c1,21,i,-0.1
Cc1cccc(C)c1Nc1nnc(SC(C)C(=O)Nc2c(C)n(C)n(-c3ccccc3)c2=O)s1 (stereo not drawn),5,i,0.6
CCOC(=O)C1CCCCN1Cc1ccccc1C(F)(F)F (stereo not drawn),6,i,-1.1
CC(=O)c1ccc(O)c(CSC2=NCCS2)c1,20,i,0.5
NC(=O)c1ccccc1[N+](=O)[O-],15,/,-1.9
Cc1ccccc1NC(=O)CSc1nnc2ccc(-c3cccnc3)nn12,54*,i,/
COC(=O)c1[nH]c(=O)c2ccccc2c1OCc1ccccc1,13,i,-1.3
O=C(Cn1ncc2c([nH]c3ccccc32)c1=O)NCCc1ccccc1,1,i,-1.7
COc1ccccc1NC(=O)c1cc(N2C(=O)C3C4CCC(C4)C3C2=O)ccc1Cl (stereo not drawn),0,i,0.0
O=C(N/N=C/c1ccc[nH]1)c1cccc([N+](=O)[O-])c1,26,i,-1.5
CC(C)C(OC(=O)c1cccs1)C(=O)NCc1ccc(F)cc1 (stereo not drawn),6,i,-1.0
COc1ccc(OCc2cc(C(=O)N(C)Cc3cc(C)no3)no2)c(Cl)c1,9,i,-0.1
CCN1C(=O)/C(=C2/C=CC=CN2C)SC1=S,46*,i,0.0
COc1cccc(C(=O)OCC(=O)Nc2ccc3c(c2)OCCO3)c1,5,/,0.1
C/C(=N\NC(=O)c1nn(C)c(C)c1Br)c1ccc(NC(=O)c2ccoc2C)cc1,14,i,-0.8
CC(C)CCNC(=O)c1ccc(CSCc2cccc(F)c2)o1,13,i,-0.3
Cc1ccc(S(=O)(=O)N2CCN(S(=O)(=O)N(C)C)CC2)c(C)c1,22,i,-0.8
O=C(CSc1n[nH]c(-c2cccs2)n1)N1CCN(S(=O)(=O)c2ccccc2)CC1,19,i,0.4
Cc1cc(C(=O)CN2CCN(CC(=O)Nc3ccc(F)cc3)CC2)c(C)n1C1CC1,-8,/,-0.2
Cn1nc(NC(=O)CC(C)(C)CC(=O)O)c2ccccc21,2,i,1.9
COc1ccc(Br)cc1/C=C(\C(=O)O)c1ccc(S(=O)(=O)N2CCCC2)s1,15,/,-1.5
Cc1ccc(C(=O)N2CCC3(CC2)NCCc2[nH]cnc23)cc1,4,i,-4.3
CCOC(=O)C1=C(CC)Nc2ccccc2N/C1=N\S(=O)(=O)c1ccccc1F,5,/,-1.2
CC(=O)CSc1nnc2c3ccccc3nc(C(C)(C)C)n12,29,i,-1.1
Cc1ccc(NC(=O)COC(=O)/C=C/c2c(C)nn(-c3ccc(F)cc3)c2Cl)cc1F,16,i,0.5
# Going on with the list:
SMILES,OX1R antag,KCNQ2 inh,STK33 inh
COC(=O)CC1COc2ccccc2N1C(=O)/C=C/c1ccccc1 (stereo not drawn),10,i,0.4
CC1(C)CC(C(=O)Nc2nccs2)CCO1 (stereo not drawn),8,i,-0.6
CCCCn1c(N)c(N(CC)C(=O)c2ccc(Cl)c(Cl)c2)c(=O)[nH]c1=O,14,i,-0.4
CC(=O)N1CCc2cc(S(=O)(=O)CCC(=O)NCCc3ccc(Cl)cc3)ccc21,19,i,2.4
C/C=C(\C)C(=O)NCCN1C2=NC[C@@H](Cc3ccccc3)N2C[C@@H]1Cc1ccc(OC)cc1,13,i,0.7
Cc1ccc(S(=O)(=O)N2CCC[C@H]2C(=O)OCC(=O)Nc2ccc3c(c2)OCO3)cc1,12,/,-1.5
CC(=O)Nc1nn(C)c2nc3cc(C)ccc3cc12,48,i,-1.5
CC(=O)c1cn(CC(=O)Nc2ccccc2C(F)(F)F)c2ccccc12,23,i,-3.0
COc1ccc(C(=O)N2CCN(c3nc(C4CC4)nc4sc(C)c(C)c34)CC2)cc1,17,i,0.3
COc1cc(/C=C2/SC(=S)NC2=O)ccc1OS(=O)(=O)c1ccc(C)cc1,64*,i,-1.2
COc1ccc(C(=O)NC2CCCCCCC2)cc1OC,6,i,-1.3
COc1ccc(CCNC(=O)Nc2ccccc2[N+](=O)[O-])cc1,33,i,-2.7
CCOC(=O)c1nn(-c2ccc(Cl)cc2Cl)c(=N)c(C#N)c1C,10,i,0.9
CCc1c(C)c2ccc(OCC(=O)OC)cc2oc1=O,13,i,-2.0
CC(C)c1ccc(NC(=O)CCNC(=O)Cn2cnc3ccccc3c2=O)cc1,14,i,-0.1
CC(C)Oc1ccc(C(CC(=O)N2CCOCC2)C(C)C)cc1 (stereo not drawn),3,i,-1.1
Cc1ccc(S(=O)(=O)N(CC(=O)Nc2cc(C)ccc2C)C(=O)N2CCN(C)CC2)cc1,15,i,0.2
CCCC/C(C)=N/NC(=O)C(=O)NCCc1ccccc1,12,i,-0.2
COc1ccc(/C(C)=N/NC(=O)c2cccc(S(=O)(=O)N3CCCC3)c2)c(O)c1,22,i,-0.4
Cc1ccc(CCNC(=O)c2ccc3nc4ccc(Cl)cc4c(=O)n3c2)cc1,0,i,0.0
CN1CCc2c(sc3nc(SCC(=O)N4CCOCC4)nc(N)c23)C1,17,i,0.9
O=C1C(Cc2ccccc2)NC(=S)N1c1ccccc1 (stereo not drawn),6,i,-0.2
Cc1nonc1NC(=O)CSc1nc2c(C)cccc2cc1C#N,20,i,4.4
COc1ccc(CCNC(=O)C/C(C)=N/NC(=O)COc2ccc(C)cc2Br)cc1OC,30,i,0.2
COc1ccc(CNC(=O)CCCn2nc([N+](=O)[O-])cc2C)cc1,14,i,-2.8
# Next compounds follow:
SMILES,OX1R antag,KCNQ2 inh,STK33 inh
O=c1[nH]c(/C(Cl)=C/c2cc(Cl)ccc2O)nc2cc(Cl)ccc12,13,i,/
CCOC(=O)C1(CCOc2ccccc2)CCN(Cc2cccn2-c2cccnc2)CC1,10,i,-1.6
CCN(CC)CCn1cnc2c([nH]c3cccc(OC)c32)c1=O,12,i,-1.2
Cc1ccc(NS(=O)(=O)c2ccc(CCC(=O)N3CCOCC3)cc2)cc1,21,i,-0.1
O=c1cc(N2CCCCC2)nc2n1CCCS2,0,i,-1.0
COc1cc(/C=N/n2nnnc2N)ccc1OC(C)C,/,i,-1.0
Cc1c(C)c2ccc(OC(C)C(=O)NC3CCN(Cc4ccccc4)CC3)cc2oc1=O (stereo not drawn),7,i,1.4
COc1ccc(S(=O)(=O)N2CCCCC2)cc1NC(=O)C1CCCC1,10,/,-1.7
O=C(C1CCCN(c2ncnc3c2nc2n3CCCCC2)C1)N1CCN(c2ccccc2F)CC1 (stereo not drawn),12,i,2.5
CCOc1ccc(NC(=S)Nc2ccc(C)c([N+](=O)[O-])c2)cc1,7,i,1.2
O=C(CNC(=O)c1cc(Cl)cc([N+](=O)[O-])c1)OCC(=O)N1CCCCC1,41*,/,-1.1
O=S(=O)(c1cccc2cccnc12)n1cnc2ccccc21,22,i,1.0
Cc1ccc(S(=O)(=O)N2CCOCC2)cc1C(=O)OC(C)C(=O)NC1CCCC1 (stereo not drawn),3,/,-1.3
CC(C)CCSc1nc2ccccc2[nH]1,22,i,-0.1
CC(C)(C)c1nc(SCC(=O)c2ccccc2)c2ccccc2n1,20,i,-1.0
NC(=O)CSc1nnc2n(N)c(=O)c3ccccc3n12,4,i,0.3
Cc1ccc(-c2cnc(NC(=O)CCC(=O)N(C)Cc3ccccc3)n2C)cc1,-18,-7.9*,-2.3
O=C(CCc1ccc(S(=O)(=O)N2CCOCC2)cc1)OCC(=O)c1ccccc1F,4,/,0.0
CCn1c(SCC(=O)Nc2ccc(S(N)(=O)=O)cc2)nnc1-c1ccccc1OC,5,i,0.5
CC(=O)Oc1ccc2c(C)c(CC(=O)N3CCN(C(=O)C4COc5ccccc5O4)CC3)c(=O)oc2c1C (stereo not drawn),7,i,-1.4
COC(=O)COc1cccc(NC(=O)c2ccc(C)cc2)c1,18,i,-0.3
CCOC(=O)c1sc(N)c(C#N)c1CSc1nc2ccc(OCC)cc2[nH]1,47*,i,0.5
O=C(CSc1nnc(-c2ccccc2Br)o1)Nc1cccc2ccccc12,20,i,-1.9
COc1ccc(CN2CCCN(S(=O)(=O)c3ccc(Br)cc3)CC2)cc1,2,i,-3.8
CCCn1c(N)c(C(=O)CSc2nc3ccccc3c(=O)n2-c2ccc(OC)cc2)c(=O)[nH]c1=O,10,i,-0.6
# Additional records follow:
SMILES,OX1R antag,KCNQ2 inh,STK33 inh
COc1ccccc1NC(=O)Nc1ccc(C(=O)N2CCCCC2)cc1,7,i,3.0
CCc1nnc(N/N=C/c2ccccc2F)n1N,74*,i,0.0
CC(=O)NNC(=O)N1Cc2ccccc2Oc2ccc(Cl)cc21,16,i,-2.4
CCOc1ccc(N(CC(=O)Nc2cccc(C)c2C)S(=O)(=O)c2c(C)[nH]c(=O)[nH]c2=O)cc1,4,i,0.4
CC(=O)c1ccc(S(=O)(=O)N2CCn3cccc3C2C)cc1 (stereo not drawn),8,/,-0.3
O=c1[nH]nc(Cc2ccc(Cl)cc2Cl)c2ccccc12,20,i,-0.3
COc1ccc(/C(C)=N/NC(=O)CNC(=O)c2cccnc2)c(OC)c1,-3,i,-1.1
Cc1ccc(N2CC(C(=O)NCCC3=CCCCC3)CC2=O)cc1 (stereo not drawn),23,i,0.2
CCOC(=O)[C@H]1[C@H]2COc3ccc(Br)cc3[C@@H]2N2C(=O)c3ccc(F)cc3NC(=O)[C@@]12C,22,/,0.3
N#CCCN(CCC#N)C(=O)c1ccc(Cl)cc1,6,i,-2.6
C[C@@H]1CN(Cc2nc(-c3cccs3)no2)C[C@H](C)O1,7,i,0.4
C[C@]12CC[C@H](O)CC1=CCC1C2CC[C@@]2(C)C1CC[C@@H]2NC(=O)[C@@H](N)Cc1ccccc1 (stereo partly drawn),13,/,0.6
O=C(O)CCCCCN1C(=O)/C(=C/c2ccncc2)SC1=S,24,i,-1.6
CN1CCN(c2nc(-c3cccc([N+](=O)[O-])c3)nc3ccccc23)CC1,11,i,-0.1
COc1cc(NC(=O)CSCc2cnn(-c3ccccc3)c2-n2cccc2)cc(OC)c1,78*,i,-1.0
COc1ccc(NC(=O)CSc2ccc3nnc(CCNC(=O)c4ccccc4)n3n2)cc1,17,i,-0.3
CC(/C=N/NC(=O)C(O)c1ccccc1)=C\c1ccccc1 (stereo not drawn),1,i,-1.4
COCCNC(=S)N1CCC(NC(=O)C23CC4CC(CC(C4)C2)C3)CC1,29,i,-2.4
CCNC(=O)COC(=O)CNC(=O)c1cc(Cl)cc([N+](=O)[O-])c1,41*,i,-0.6
COc1ccc(-c2cc(C(=O)Nc3ccc(S(=O)(=O)Nc4onc(C)c4C)cc3)c3ccccc3n2)cc1,8,i,0.6
Cc1ccc(S(=O)(=O)N2CCC(C(=O)NCCN3CCCCCC3)CC2)cc1,5,i,0.3
CC(C)(C)c1csc(CS(=O)(=O)c2ccccn2)n1,14,i,-0.4
Cc1cn(CC2COC(C)(C)O2)c(=O)[nH]c1=O (stereo not drawn),18,i,0.9
Cc1ccc(S(=O)(=O)N/N=C/c2c[nH]c3ccccc23)cc1,11,i,-0.8
CN(C)C(=O)CSc1ccc(S(=O)(=O)N2CCOCC2)cn1,-1,/,0.0

# A different layout for some results above.
compound | OX1R antag | KCNQ2 inh | STK33 inh
C[C@]12CC[C@H](O)CC1=CCC1C2CC[C@@]2(C)C1CC[C@@H]2NC(=O)[C@@H](N)Cc1ccccc1 (stereo partly drawn) | 13 | / | 0.6
O=C(O)CCCCCN1C(=O)/C(=C/c2ccncc2)SC1=S | 24 | i | -1.6
CN1CCN(c2nc(-c3cccc([N+](=O)[O-])c3)nc3ccccc23)CC1 | 11 | i | -0.1
COc1cc(NC(=O)CSCc2cnn(-c3ccccc3)c2-n2cccc2)cc(OC)c1 | 78* | i | -1.0
COc1ccc(NC(=O)CSc2ccc3nnc(CCNC(=O)c4ccccc4)n3n2)cc1 | 17 | i | -0.3
CC(/C=N/NC(=O)C(O)c1ccccc1)=C\c1ccccc1 (stereo not drawn) | 1 | i | -1.4
COCCNC(=S)N1CCC(NC(=O)C23CC4CC(CC(C4)C2)C3)CC1 | 29 | i | -2.4
CCNC(=O)COC(=O)CNC(=O)c1cc(Cl)cc([N+](=O)[O-])c1 | 41* | i | -0.6
COc1ccc(-c2cc(C(=O)Nc3ccc(S(=O)(=O)Nc4onc(C)c4C)cc3)c3ccccc3n2)cc1 | 8 | i | 0.6
Cc1ccc(S(=O)(=O)N2CCC(C(=O)NCCN3CCCCCC3)CC2)cc1 | 5 | i | 0.3
CC(C)(C)c1csc(CS(=O)(=O)c2ccccn2)n1 | 14 | i | -0.4
Cc1cn(CC2COC(C)(C)O2)c(=O)[nH]c1=O (stereo not drawn) | 18 | i | 0.9
Cc1ccc(S(=O)(=O)N/N=C/c2c[nH]c3ccccc23)cc1 | 11 | i | -0.8
CN(C)C(=O)CSc1ccc(S(=O)(=O)N2CCOCC2)cn1 | -1 | / | 0.0

# Following part
SMILES,OX1R antag,KCNQ2 inh,STK33 inh
COc1ccc(CNCc2cccc3ccccc23)cc1,/,i,-2.3
CCOc1ccc(CCNC(=O)CS(=O)Cc2nc(-c3ccc(OC)cc3)oc2C)cc1OCC (stereo not drawn),50*,i,2.1
COc1ccccc1C(C)NC(=O)c1ccc(C)o1 (stereo not drawn),29,i,0.1
Cn1c(SCc2ccccc2Cl)nc2c1c(=O)[nH]c(=O)n2C,-4,i,-1.8
N/N=C(\Cc1cscn1)c1ccc(O)cc1O,11,i,2.4
CN(C(=O)CN1C(=O)NC2(CCc3ccccc32)C1=O)C1CCCCC1 (stereo not drawn),10,/,-0.9
CCN1CCN(c2ccc(Nc3ccnc4ccccc34)cc2)CC1,30*,/,-0.7
O=P(COCCOCCOCP(=O)(c1ccccc1)c1ccccc1)(c1ccccc1)c1ccccc1,11,i,-1.1
Cc1cc(C)n2nc(C(=O)OCC(=O)c3ccccc3Cl)nc2n1,6,/,0.6
O=C(Nc1cccnc1)c1cnn2cccnc12,11,i,2.4
O=C(c1ccc2c(c1)OCCO2)N1CCN(S(=O)(=O)c2c(F)cccc2F)CC1,5,/,-0.5
O=C(Nc1ccccc1Cl)Nc1ccnn1C1CCN(C(=O)CCN2CCCO2)CC1,9,i,0.0
